Assay outcomes as filed in PubChem BioAssay.
DNA Pol III inh – inhibitors of bacterial DNA polymerase III holoenzyme; reconstituted DNA polymerase III holoenzyme replication, biochemical; Potency, µM (titrated, usually from 57.1 µM), without a hit: at the highest dose activity change, negative = inhibition; hit rate 0.25% among 71,000; AID 603; note: potency is the fitted concentration of half-maximal effect; % is set by controls: 0 for no effect and ±100 for the full control effect
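Reconstituted *E. coli* holoenzyme (0.35 nM Pol III, 1 nM beta, 154 nM SSB, 2 nM primase) was preincubated with compound for 15 min at RT. Synthesis on 1.4 nM ssM13Gori ran 35 min, then was stopped with PicoGreen/EDTA and read as dsDNA fluorescence.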
Hsp90 Hop PPI – changes Hsp90-Hop TPR2A binding signal, up or down; AlphaScreen TPR2A-His6 binding biotin-Hsp90 C-terminal peptide; Potency, µM (top dose mostly 57 µM), for the others: at the highest dose activity change, negative = inhibition; hit rate 0.44% among 71,000; AID 595; active = well fitted curve in either direction with a large enough effect; inconclusive = small, poorly fitted or top-dose-only effect, or another doubt; note: potency is the fitted concentration of half-maximal effect; % is set by controls: 0 for no effect and ±100 for the full control effect; many of its hits are not listed in these tables
ERK AVP block – vasopressin-driven ERK pathway inhibition; Potency, µM (top dose mostly 57.5 µM), for the others: at the highest dose activity, negative = inhibition, actives largely listed as inhibitors; HEK293-V1b, vasopressin-stimulated pERK AlphaScreen; hit rate 0.99% among 72,000; note: potency is the fitted concentration of half-maximal effect; % is set by controls: 0 for no effect and ±100 for the full control effect; nearly all actives have a fitted effect of over 55% in size
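V1b-HEK293 cells; cpd 30 min 37C; 25 nM vasopressin 5 min; lyse 10 min; AlphaScreen beads 5 hr RT. Normalized to DMSO basal and 25 nM vasopressin; AC50 by Hill fit.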
HBB splice mod – modulators of hemoglobin beta chain splicing; HBB splicing reporter cell assay, activation; EGFP reporter with mutant IVS2-654 intron; response scale: normalised to 500 nM splice-correcting PNA; hit rate 0.06% among 65,000; Potency, µM (titrated, usually from 46.1 µM), for inactives: at the highest dose activation, usual class: activators; note: potency is the fitted concentration of half-maximal effect; 0% is about no effect
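HeLa cells stably expressing EGFP interrupted by mutant beta-globin intron 2 (IVS2-654), 500/well in 2% FCS. Treated with compound for 2 days at 37C. Splicing correction scored as total well GFP intensity (488 nm excitation, 500-520 nm emission); 500 nM antisense PNA served as control.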
FLuc inh – blocks Photinus pyralis firefly luciferase activity | P08659 | purified firefly luciferase, luminescence, 8 min | hit rate 2.2% among 72,000 | Potency, µM (doses to about 57.1 µM), without a hit: at the highest dose activity change, negative = inhibition, most hits filed as inhibitors; note: potency is the fitted concentration of half-maximal effect; % is set by controls: 0 for no effect and ±100 for the full control effect; nearly all actives have a fitted effect of over 40% in size
Target sequence (P08659 whole entry, looked up): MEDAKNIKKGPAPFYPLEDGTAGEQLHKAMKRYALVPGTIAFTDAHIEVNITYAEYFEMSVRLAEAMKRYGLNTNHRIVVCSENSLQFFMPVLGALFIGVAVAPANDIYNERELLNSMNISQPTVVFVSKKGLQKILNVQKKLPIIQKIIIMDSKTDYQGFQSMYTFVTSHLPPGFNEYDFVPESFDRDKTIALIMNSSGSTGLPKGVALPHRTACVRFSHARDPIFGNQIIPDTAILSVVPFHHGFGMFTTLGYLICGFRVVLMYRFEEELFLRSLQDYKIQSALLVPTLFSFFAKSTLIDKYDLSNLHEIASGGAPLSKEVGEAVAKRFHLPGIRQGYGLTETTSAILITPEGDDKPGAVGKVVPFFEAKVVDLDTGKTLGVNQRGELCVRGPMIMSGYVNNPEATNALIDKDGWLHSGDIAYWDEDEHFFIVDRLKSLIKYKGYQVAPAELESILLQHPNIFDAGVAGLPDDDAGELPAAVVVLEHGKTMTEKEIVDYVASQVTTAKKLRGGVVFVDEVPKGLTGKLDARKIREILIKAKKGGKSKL
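Compounds were tested as concentration series (qHTS) against purified P. pyralis luciferase with luciferin and 10 uM ATP in 50 mM imidazole pH 7.2, 50 mM KCl, 7 mM MgCl2, 0.01% Tween 20, 0.05% BSA. Luminescence was read after 8 min at ambient temperature.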
15-hLO inh – inhibitors of human 15-lipoxygenase (ALOX15) | AID 887 | purified 15hLO-1, xylenol orange hydroperoxide absorbance | hit rate 1.4% among 74,000 | Potency, µM (top dose mostly 57.1 µM), for inactives: top-dose activity change, negative = inhibition, most hits filed as inhibitors | P16050; note: potency is the fitted concentration of half-maximal effect; % is set by controls: 0 for no effect and ±100 for the full control effect; nearly all actives have a fitted effect of over 55% in size
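Readout: Fe(III)-xylenol orange absorbance, 573-to-405 nm ratio as reaction progress. Enzyme 40 nM purified human 15hLO-1, substrate 50 uM arachidonic acid, 6 min RT after 15 min compound preincubation; Hepes pH 7.5 buffer with Triton X-100.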
Rhodamine fluor – compound autofluorescence in rhodamine spectral region | Rhodamine-region fluorescence, 547/598 nm, Tris buffer; stronger effect = higher value | max dye-equivalent concentration, M | hit rate 0.05% among 59,000 | AID 594; in the data active = max dye-equivalent concentration above about 11 nM; inconclusive = between about 1.1 nM and that limit
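Compound fluorescence in 100 mM Tris, pH 8.0, read after 15 min at room temperature with 547 nm excitation and 598 nm emission. Output is dye-equivalent concentration from an on-plate rhodamine standard series.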
TexasRed autofl – compounds fluorescent in Texas Red spectral region. Compound fluorescence, Texas Red channel, 547/618 nm; stronger effect = higher value. max dye-equivalent concentration, M. hit rate 0.06% among 59,000; in the data active = max dye-equivalent concentration above about 10 nM; inconclusive = between about 1.1 nM and that limit
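Texas Red-region profiling: compounds in 100 mM Tris pH 8.0 were read at 547/618 nm after 15 min at room temperature. Intensities were normalized against a six-point Texas Red standard series to give dye-equivalent concentration.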
CRE-bla Fsk – CRE-bla signaling modulation under forskolin stimulation; CHO CRE-bla reporter (cAMP response element driving beta-lactamase), forskolin EC10, beta-lactamase ratio; Potency, µM (titrated, usually from 38.2 µM), without a hit: top-dose activity change, negative = inhibition, most hits filed as activators; hit rate 2.5% among 71,000; AID 662; active = well fitted activation curve with a large enough effect in the signal ratio, with a control signal flat, not every such curve was filed as active; inconclusive = small, poorly fitted or top-dose-only effect, or effect the other way, or a change in a side signal; the % refers to the signal ratio; note: potency is the fitted concentration of half-maximal effect; % of control where 0% means no effect
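CRE-bla CHO reporter cells treated with compound titration plus EC10 NKH 477 (water-soluble forskolin), incubated 3 h at 37 °C; CCF4 loading 2 h at room temperature, 460/530 nm emission ratio read, AC50 values derived for positive or negative modulators.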
HADH2 inh – inhibitors of human HADH2 dehydrogenase. Potency, µM (titrated, usually from 57.1 µM), for inactives: at the highest dose activity change, negative = inhibition, actives largely listed as inhibitors. Q99714. recombinant HADH2, NADH fluorescence, beta-hydroxybutyryl-CoA. AID 886. hit rate 3.4% among 73,000; note: potency is the fitted concentration of half-maximal effect; % is set by controls: 0 for no effect and ±100 for the full control effect; nearly all actives have a fitted effect of over 60% in size; many of its hits are not listed in these tables
Target sequence (Q99714 whole entry, looked up, one chain of several): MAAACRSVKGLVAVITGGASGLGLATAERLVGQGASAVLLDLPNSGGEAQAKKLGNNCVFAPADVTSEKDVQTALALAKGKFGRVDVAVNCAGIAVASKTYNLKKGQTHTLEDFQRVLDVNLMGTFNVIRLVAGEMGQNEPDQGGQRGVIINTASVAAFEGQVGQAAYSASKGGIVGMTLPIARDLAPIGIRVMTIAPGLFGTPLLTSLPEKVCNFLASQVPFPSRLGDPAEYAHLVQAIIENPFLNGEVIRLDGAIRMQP
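His-tagged recombinant enzyme from E. coli, 20 nM, preincubated 15 min RT with compound; reaction started with 1 mM NAD+ and 90 uM beta-hydroxybutyryl-CoA in 100 mM Tris-HCl pH 9.0. NADH fluorescence (ex 360/em 450) read over 4 min; last-minus-first difference.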
Tau fil binding – binders of human tau filaments; P10636; recombinant tau filaments, thioflavin S fluorescence, 15 h; filaments grown with octadecylsulfate alongside compound; Potency, µM (highest dose often 57.1 µM), for inactives: at the highest dose activity change, negative = inhibition; hit rate 2% among 71,000;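 note: potency is the fitted concentration of half-maximal effect; % is set by controls: 0 for no effect and ±100 for the full control effect; actives lower thioflavin S fluorescence by blocking filaments or displacing dye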
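Tau 2 uM in ThS buffer dispensed; compound added; 60 uM ODS added (finals 1 uM tau, 30 uM ODS); 15 h 37 C; fluor ex450/em510.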
* = called active by the depositor; i = inactive; ? = inconclusive; · = no result given; [ ] = dose if it differs, or a comment. Unless noted, calls come from the whole dose curve; as a rule, active = well fitted curve in the direction sought with a large enough effect; inconclusive = small, poorly fitted or top-dose-only effect, or another doubt; inactive = no such curve, though single readings can be large; an effect the other way counts as inactive or inconclusive.

SMILES	DNA Pol III inh	Hsp90 Hop PPI	ERK AVP block	HBB splice mod	FLuc inh	15-hLO inh	Rhodamine fluor	TexasRed autofl	CRE-bla Fsk	HADH2 inh	Tau fil binding
CC(=O)N1[C@H](C)C=C[C@]1(Cc1ccccc1)C(=O)NCc1ccccn1	10%	-15%	-17%	-1.6%	·	15%	·	·	-6%	6%	0%
Cc1cc2nc(NC3=NCN(CCCN4CCOCC4)CN3)nc(C)c2cc1C	-11%	-2%	-6%	0.4%	-8%	-12%	i	i	15%	1%	60%
Cc1ccc(S(=O)(=O)N[C@@H](C)C(=O)N2CCC(C(=O)N3CCC[C@H]3C(=O)O)CC2)cc1	-8%	-1%	1%	-0.4%[57.5 µM]	1%	8%	i	i	3%	-10%	-5%
O=C(Nc1ccccc1)N(CCCN1CCOCC1)Cc1cc2cc3c(cc2[nH]c1=O)OCCO3	-11%	-1%	-20%	-5.0%	-2%	-9%	i	i	?	?	15%
O=C1CN(Cc2ccccc2)C(=NCc2ccco2)S1	2%	-11%	-29%	·	0%	-15%	i	i	-11%	-13%	-4%
COc1ccccc1OCCOc1ccc(/C=N/n2cnnc2)cc1	-18%	1%	?	0.4%[9.22 µM]	-5%	0%	·	·	4%	2%	157%
COc1cccc(Cn2c(Oc3cccc(C)c3)nc3c2c(=O)n(C)c(=O)n3C)c1	-12%	-21%	-16%	-3.2%[57.5 µM]	-1%	-9%	i	i	?	-10%	68%
Cc1c(C(=O)N2CCc3ccccc3C2)sc2nc(-c3ccccc3)cn12	1%	-7%	2%	-0.4%	-1%	-11%	i	i	12%	6%	28%
O=C(O)c1oc2ccccc2c1-n1cccc1	-8%	-1%	-1%	·	0%	1%	i	i	-3%	5%	-5%
CCOC(=O)C1CCCN(c2c(N3CCN(c4ccccn4)CC3)c(=O)c2=O)C1 (stereo not given)	-3%	-7%[2.3 µM]	4%	0.6%	3%	9%	·	·	11%	2%	-7%
FC(F)(F)c1nnc2ccc(N3CCCCCC3)nn12	-17%	-1%	0%	·	3%	-11%	i	i	23%	5%	17%
Oc1ccccc1CN1CCCN(Cc2ccccc2O)C1	5%	-8%	-3%	3.7%	1%	-3%	i	i	?	5%	-13%
C[C@@]12CCC(=O)C=C1CC[C@H]1[C@H]3CC[C@](O)(C(=O)CO)[C@]3(C)CC(=O)[C@@H]12	0%[25.6 µM]	-3%[26 µM]	3%[25.7 µM]	-0.9%[20.6 µM]	6%[25.5 µM]	3%[25.6 µM]	i	i	-5%[17.1 µM]	-1%[25.6 µM]	8%[25.6 µM]
CCOc1ccc2nc3cc(N=Nc4ccc(N)nc4N)ccc3c(N)c2c1	3.2µM*	-18%[11 µM]	-2%[11.5 µM]	-0.5%[9.22 µM]	-2%[11.4 µM]	59%[activator][11.4 µM]	i	i	-2%[7.6 µM]	2%[11.4 µM]	35%[11.4 µM]
CC(=O)Oc1ccc2oc(=O)c3c(c2c1)CCCN3C(=O)CN1CCN(c2ncccn2)CC1	2%	-3%	20%	0.2%	1%	-1%	i	?	?	-16%	2%
COc1ccc(NC(=O)NC(C)c2ccncc2)cc1OC (stereo not given)	-6%	-4%	0%	-0.5%	2%	4%	i	?	9%	-1%	2%
N#Cc1c(-c2cccs2)cc(-c2ccccn2)nc1N	-5%	-3%	-13%	-1.1%	-1%	-5%	i	i	-3%	6%	12%
CCc1cc(=O)oc2cc(C)cc(O)c12	-5%	-5%[2.3 µM]	25µM*	-0.6%	-2%	-8%	·	·	22%	1%	-5%
CC(=O)c1cc2c(cc1NC(=O)c1cnc(C)cn1)OCO2	-6%	-1%	-14%	-0.3%[57.5 µM]	3%	-14%	i	i	5%	-5%	5%
C/C(N)=C(/C#N)C(=O)CSc1nnc(COc2ccccc2Cl)o1	-11%	-3%	-2%	0.2%	1%	-2%	i	i	8%	-9%	16%
Cn1c(=O)cc(N2CCCCC2)[nH]c1=O	-4%	-4%	·	1.3%	0%	6%	·	·	-2%	-7%	-8%
O=C(CCN1C(=O)c2ccccc2C1=O)Nc1ccc(S(=O)(=O)NC2=NCCCCC2)cc1	-3%	-2%	4%	0.0%[57.5 µM]	0%	-10%	i	i	-5%	-7%	2%
CCOC(=O)C1=C(N)OC2=C(C(=O)CC(C)(C)C2)C1c1ccccc1OCC#N (stereo not given)	-4%	-4%	-6%	-1.0%	-1%	-1%	i	i	-2%	-1%	-8%
CCN(CC)CC(=O)Nc1ccc(C)cc1Br	-1%	4%	15%	-0.4%	-3%	4%	i	i	2%	2%	-4%
Cc1csc(NC(=O)C2CCCN(S(=O)(=O)c3ccc(Br)s3)C2)n1 (stereo not given)	0%	-14%	-13%	-1.7%	2%	-4%	i	i	?	7%	-14%
CCCOc1cccc(C2C(C(=O)c3ccco3)=C(O)C(=O)N2CCN(CC)CC)c1 (stereo not given)	0%	-1%	-13%	2.2%[1.84 µM]	2%	4%	i	i	8%	0%	-6%
COc1ccc(S(=O)(=O)N2CCN(CC(=O)Nc3cccc(F)c3)CC2)cc1	6%	-1%	6%	-0.2%	-1%	-3%	i	i	?	1%	-4%
CC(C)Cn1c(SCC#N)nc2ccccc2c1=O	-8%	5%	11%	1.3%	1%	-7%	i	i	?	4%	8%
COCCN1C(=O)c2ccccc2C(C(=O)NCCN(C)C)C1c1ccc(F)cc1 (stereo not given)	0%	-4%	18%	1.0%	2%	-2%	i	i	-27%	18%	2%
O=C(CC1CCCC1)NCCc1cn2ccccc2n1	0%	-3%	·	-0.2%	2%	8%	·	·	-1%	-20%	-2%
CCOC(=O)C1=C(O)C(=O)N(c2ccc(S(N)(=O)=O)cc2)C1c1ccccc1 (stereo not given)	-5%	3%	7%	-0.2%	2%	7%	i	?	?	-18%	13%
CSC1=C(C#N)C(CC(C)C)C2=C(CCCC2=O)N1 (stereo not given)	-3%	-7%	-27%	-1.8%	4%	-22%	i	i	-3%	8%	16%
COc1ccc(CCNC(=O)CSc2ncnc3c2oc2ccccc23)cc1OC	5%	?	32%	6.0%[0.369 µM]	4%	0%	i	i	?	-10%	0%
CO[C@]1(NC(=O)CSCC#N)C(=O)N2C(C(=O)O)=C(CSc3nnnn3C)CS[C@H]21	-2%[25.6 µM]	-1%[26 µM]	12%[25.7 µM]	0.9%[20.6 µM]	-2%[25.5 µM]	4%[25.6 µM]	i	i	-3%[17.1 µM]	?	0%[25.6 µM]
COC(=O)N1CCC2(CC1)CCN(c1cccc(-c3ccccc3)c1)CC2	4%	3%	-18%	2.4%	-8%[11.4 µM]	-10%	i	?	-13%	2%	9%
CCCCCn1c(CCCNC(=O)CC)nc2ccccc21	-4%	-2%	·	-1.2%	3%	4%	·	·	-11%	9%	-11%
CN(C)c1ncc2nc(-c3ccccc3)c(=O)n(C)c2n1	-7%	13µM*	44%[activator]	-2.1%	-25%[11.4 µM]	-2%	i	i	?	3%	304%
CC(C)(C)NCC(O)COc1ccccc1C(C)(C)C (stereo not given)	-4%	-2%	5%	-0.3%[57.5 µM]	0%	4%	i	?	-3%	7%	-4%
CCN1CCCC1CN(Cc1cc2c(C)cc(C)cc2[nH]c1=O)C(=O)NC1CCCCC1 (stereo not given)	6%	-6%	-9%	1.0%	2%	-14%	i	i	-12%	7%	18%
Cc1ccccc1-c1nc(CN2CCC(C(=O)NCc3ccco3)CC2)c(C)o1	0%	-2%	7%	3.7%[1.84 µM]	-2%	-13%	i	i	?	11%	-17%
O=C(Nc1ccccc1)N1CCC2(CC1)CCN(C(=O)c1ccncc1)CC2	-2%	-3%	17%	1.0%	0%[11.4 µM]	8%	i	i	-6%	1%	-2%
COc1ccccc1N1CCN(C(=O)CN(c2ccccc2OC)S(=O)(=O)c2ccccc2)CC1	-3%	-6%	5%	-4.9%	3%	-1%	·	·	0%	-1%	10%
O=C(O)C1CC=CCC1C(=O)N1CCCC1 (stereo not given)	-10%	1%	-7%	·	2%	10%	i	i	-2%	-5%	-8%

A portion of the library. The share of hits here may be higher or lower than overall.
